# Source: PubChem BioAssay
# AID1053144: Wnt/beta-catenin signaling activators, dose response, cell-based, iPS-derived NPC, luciferase, Wnt3a, cherry-pick (AID 1053144); NPC TCF/LEF luciferase reporter, Wnt3a EC25, 24 h; AC30 in µM for hits, for the others activation, % at the top dose, mostly 26 µM; hit rate 4.8% among 3,400;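 active = fitted curve reaches 30% activation at a concentration no higher than the top valid tested dose, luminescence rising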;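 note: wnt3a stimulus is conditioned medium from Wnt3a-transfected mouse L cells at 5% in well; 0% = neutral control wells and 100% = CHIR-99021 positive control wells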
# * hit, by the source's call. These rows are one share of the data; the hit share may differ from the screen's.
SMILES,AID1053144
COc1ccc2nc(NC(=O)Nc3ccccc3)sc2c1,1.6%
